Screening results deposited in PubChem by several laboratories.
HSP90 inh: blocks HSP90-mediated luciferase refolding in reticulocyte lysate. Rabbit reticulocyte lysate, luciferase refolding luminescence, 3 h. inhibition, % at 5.6 µM. hit rate 0.91% among 290,000. AID 1789;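 active = inhibition above the screen-wide mean plus 3 SD, computed separately per campaign, cut at about 16% in these data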;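 note: 0% = DMSO wells and 100% = 60 µM geldanamycin wells; inhibitors lower the luminescence because luciferase stays unfolded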
Platelet DG rel: modulates dense granule release in human platelets | human platelet-rich plasma, SFLLRN dense granule ATP release, luminescence | inhibition, %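 (compounds screened at 7.5 µM in platelet-rich plasma)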 | hit rate 0.22% among 300,000;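 active = mean replicate score, as percent of positive control, at or above 50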
HSF1 inh: HSF1 inhibition; NIH3T3-HGL HSE-luciferase, MG132-induced, luminescence 8 h; stronger effect = lower value; activity change, negative = inhibition, % at 7.5 µM (by protocol); hit rate 0.77% among 300,000; AID 2098;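 active = more than half of replicate wells show activity change below -50%, luminescence cut by over half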;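 note: luciferase reports HSF-1 transcriptional activity via heat shock element; 0% = median of DMSO wells and -100% = zero luminescence signal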
GSK3B inh: inhibitors of human GSK3beta kinase. P49841. GST-GSK3beta kinase, ADP-Glo luminescence, 60 min; stronger effect = lower value. activity score (negative = inhibition), % at 10 µM. hit rate 0.038% among 300,000. AID 2097;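 active = more than half of replicate wells score below -50%, meaning over 50% inhibition versus plate controls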;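 note: 0% = median DMSO wells and -100% = median GW8510 positive control wells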
Target sequence (P49841 whole entry, looked up): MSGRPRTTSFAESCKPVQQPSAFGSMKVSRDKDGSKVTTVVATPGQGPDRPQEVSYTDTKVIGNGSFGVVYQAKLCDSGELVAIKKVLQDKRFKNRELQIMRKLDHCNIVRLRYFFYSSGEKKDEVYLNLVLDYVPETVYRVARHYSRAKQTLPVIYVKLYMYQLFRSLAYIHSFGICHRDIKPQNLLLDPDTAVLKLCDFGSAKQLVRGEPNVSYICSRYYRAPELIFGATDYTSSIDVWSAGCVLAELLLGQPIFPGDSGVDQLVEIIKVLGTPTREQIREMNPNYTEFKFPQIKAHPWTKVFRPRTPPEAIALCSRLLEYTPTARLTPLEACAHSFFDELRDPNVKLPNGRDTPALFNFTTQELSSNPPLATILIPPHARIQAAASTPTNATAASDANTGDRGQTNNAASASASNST
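Assay system: GST-tagged human GSK3beta kinase, cell-free; Input: 1.6 ng GSK3beta; Medium: Tris/MgCl2 kinase buffer; Timing: 60 min enzyme reaction, room temperature; Signal: ADP-Glo luminescence quantifying ADP generated by kinase; Evaluation: score relative to plate controls; Benchmarks: DMSO neutral wells and GW8510 at 20 µM as positive.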
GSK3 alpha inh: human GSK-3 alpha kinase inhibition. P49840. ADP-Glo luminescence, 60 min. inhibition, % at 10 µM. hit rate 0.1% among 320,000. AID 2650;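 in the data active = inhibition above about 50%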;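 note: GST-tagged GSK-3 alpha with peptide substrate and 25 µM ATP; 0% = DMSO neutral wells and 100% = GW8510 positive control wells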
Target sequence (P49840 whole entry, looked up): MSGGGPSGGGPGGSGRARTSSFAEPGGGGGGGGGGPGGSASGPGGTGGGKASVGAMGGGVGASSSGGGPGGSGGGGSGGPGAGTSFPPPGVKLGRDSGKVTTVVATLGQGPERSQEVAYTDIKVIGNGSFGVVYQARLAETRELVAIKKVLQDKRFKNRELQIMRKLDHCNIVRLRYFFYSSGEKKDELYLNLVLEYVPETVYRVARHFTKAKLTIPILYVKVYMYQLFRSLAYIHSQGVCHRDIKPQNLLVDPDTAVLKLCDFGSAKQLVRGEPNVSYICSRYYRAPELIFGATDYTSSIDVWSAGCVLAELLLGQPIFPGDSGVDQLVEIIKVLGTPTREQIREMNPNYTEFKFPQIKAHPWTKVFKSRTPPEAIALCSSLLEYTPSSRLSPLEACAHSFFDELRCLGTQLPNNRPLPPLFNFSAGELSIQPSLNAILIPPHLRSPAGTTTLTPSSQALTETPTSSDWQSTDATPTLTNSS
KLF5 inh: suppresses KLF5 promoter-driven expression | AID 1700 | inhibition, % at 5 µM | hit rate 0.23% among 290,000 | DLD-1 KLF5 promoter-luciferase reporter, luminescence;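 active = inhibition above a per-plate limit of that plate's mean compound inhibition plus 3 SD, cut at about 60% in these data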;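 note: 0% = DMSO wells and 100% = LY294002 at 200 µM; higher means less KLF5 promoter-driven luciferase light; inactives centre near -14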
aSyn 5UTR inh: MLPCN primary screen, SNCA 5' untranslated region. hit rate 0.82% among 300,000. AID 1813. alpha-synuclein 5'UTR reporter, inhibitor activity. inhibition, % (tested at 7.5 µM); in the data active = inhibition above about 60%;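 note: H4 neuroglioblastoma cells stably carrying SNCA 5'UTR luciferase fusion; 0% = DMSO wells and 100% = positive control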
HSF-1 act: increases HSF-1 driven luciferase reporter signal; NIH3T3-HGL HSF-1 luciferase reporter, MG132, 8 h; 100% = twice DMSO control signal; activation, % at 9 µM; hit rate 1.7% among 300,000; AID 504408;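 active = mean replicate activation of at least 50% with a set share of replicates each reaching 50%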;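 note: 0% = median of the neutral control wells and 100% = twice that signal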
IEC-6 tox: kills IEC-6 intestinal cells in KLF5 counter-screen | IEC-6 cytotoxicity, luminescence viability | AID 1825 | hit rate 0.78% among 290,000 | inhibition, % at 5 µM; in the data active = inhibition above about 22%;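 note: 0% = plate median of test compound wells and 100% = cytotoxic reference compound wells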
DYRK1A inh: Dyrk1A (rat) kinase inhibition; ADP-Glo luminescence, NFATc1 peptide; inhibition, % at 12.5 µM; hit rate 0.43% among 310,000; in the data active = inhibition above about 50%;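 note: plate controls were vehicle with enzyme for no effect and no enzyme for full effect; many of its hits are not listed in these tables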
The depositor's hits bear a star; . = no result given. The list is partial, so the mix of outcomes need not match the whole.

(1) O=C(CCn1cnnn1)Nc1cccc(F)c1
(2) COC(=O)c1ccc2c(c1)sc(=NC(=O)CCS(=O)(=O)c1ccccc1)n2C
(3) COc1cc(-c2c(C#N)c(N)nc3c2CCCC3)ccc1O
(4) CCCC(C)NC(=O)c1cccc(Oc2ccccc2)c1 (stereo not drawn)
(5) COC(=O)C(Cc1cnc(Cl)s1)(C(=O)OC)c1ccc([N+](=O)[O-])cc1[N+](=O)[O-]
(6) C[C@@]12C(=O)N(Cc3ccccc3)CC(=O)N1[C@H](/C=C/c1ccccc1)[C@@H]1C(=O)N(c3ccccc3)C(=O)[C@@H]12
(7) COc1ccccc1/C=C/c1nc(S(=O)(=O)c2ccccc2)c(NCCN(C)C)o1
(8) CCn1c(C)nnc1SCC(=O)Nc1ccc(N2CCOCC2)cc1
compound no.,1,2,3,4,5,6,7,8
HSP90 inh,-1,.,2,-2,1,-2,-1,1
Platelet DG rel,9,-3,0,-1,.,0,2,3
HSF1 inh,0,-1,6,12,3,4,15,-7
GSK3B inh,1,-3,-5,-1,1,3,0,2
GSK3 alpha inh,-1,-1,1,-4,1,1,-7,1
KLF5 inh,-20,.,4,-61,16,-20,-8,-7
aSyn 5UTR inh,-13,15,13,-64,-1,19,0,-13
HSF-1 act,2,0,16,21,11,1,12,-6
IEC-6 tox,-2,.,-4,-10,-2,4,0,6
DYRK1A inh,-3,-3,-12,-1,1,4,.,.

(9) COc1ccc(Cl)cc1NC(=O)CSC1=NN2CCCC(=O)N=C2S1
(10) COC(=O)c1ccccc1S(=O)(=O)N1CCC(C(=O)NCC2CCCO2)CC1 (stereo not drawn)
(11) Cc1ccc(C(=O)Nc2ccccc2C(=O)NC(Cc2ccccc2)C(=O)O)cc1 (stereo not drawn)
(12) c1ccc(-c2n[nH]c3ccccc23)cc1
(13) Cc1cc(C)c(C)c(OCCOCCN2CCOCC2)c1
(14) Cc1ccc(NS(=O)(=O)c2ccc(-c3coc(C)n3)cc2)c(C)c1
(15) O=C(c1ccc2c(c1)OCCO2)C1CCN(S(=O)(=O)c2cccc(F)c2)CC1
(16) Cc1cccc(NC(=S)NC(=O)Cc2ccccc2)c1C
compound no.,9,10,11,12,13,14,15,16
HSP90 inh,-2,.,-1,-3,0,-6,6,0
Platelet DG rel,9,1,-9,-1,-15,3,6,2
HSF1 inh,16,-8,-4,0,1,3,-6,1
GSK3B inh,-2,5,2,0,2,1,-1,-1
GSK3 alpha inh,0,-2,-5,-2,-1,0,0,1
KLF5 inh,7,.,-14,-31,-7,-14,6,-59
aSyn 5UTR inh,19,-4,-34,-37,-14,11,10,3
HSF-1 act,32,7,7,4,44,-17,-9,-6
IEC-6 tox,8,.,-7,2,-1,3,3,-9
DYRK1A inh,0,.,1,5,1,2,-6,.

(17) CN1CCN(C(=O)C2=C[C@@H](c3csc4ccccc34)C[C@@H](OCc3ccc(CO)cc3)O2)CC1
(18) C(=N\NC1=NCCN1)/c1ccncc1
(19) O=C(CCC(=O)Nc1ccccc1Cl)NNS(=O)(=O)c1ccc(Cl)cc1
(20) O=C(Cc1ccc(Cl)cc1)Nc1ccc(Br)cn1
(21) COc1cccc(OC)c1C(=O)Nc1ccccc1NC(=O)c1c(OC)cccc1OC
(22) CC(C)CC(=O)N1CCN(C(=O)c2ccc(-c3ccccc3)cc2)CC1
(23) O=C(CSc1nnc2c(Cl)cc(Cl)cn12)N1CCN(c2ccc(F)cc2)CC1
(24) COC(=O)C1=C(C)N(CC2CC2)C(=O)N[C@H]1c1ccc(Br)cc1
compound no.,17,18,19,20,21,22,23,24
HSP90 inh,13,6,2,-3,-2,-1,-3,-3
Platelet DG rel,9,-2,.,-2,14,0,21,.
HSF1 inh,4,3,.,17,1,-9,-4,.
GSK3B inh,3,2,-2,-3,0,2,0,.
GSK3 alpha inh,-1,2,.,6,-2,-6,0,-3
KLF5 inh,4,-10,-18,-73,-23,-21,-5,-19
aSyn 5UTR inh,34,-15,.,-66,8,-4,12,.
HSF-1 act,10,-1,.,27,4,4,-10,.
IEC-6 tox,-3,3,-4,-5,-4,-2,4,-2
DYRK1A inh,2,-2,-8,-1,0,5,-6,.

(25) CCCn1c(S(=O)(=O)O)nc2ccccc21
(26) CCCNC(=O)CC1Sc2ccccc2NC1=O (stereo not drawn)
(27) COc1ccc(C2c3ccc(O)cc3Oc3ncn(Cc4ccccc4)c(=N)c32)cc1OC (stereo not drawn)
(28) CC(Oc1ccccc1)C(=O)Nc1ccc(S(=O)(=O)NCC2CCCO2)cc1 (stereo not drawn)
(29) Oc1ccccc1CNc1ccc2c(c1)OCCO2
(30) CC1=CC2=NC(=O)/C(=C\c3cc(C)n(-c4cccc(Cl)c4)c3C)C(=N)N2O1
(31) CCCCN(C)C(=O)C1CCN(C/C(C)=C/c2ccccc2)CC1
(32) COC(=O)Nc1ccc(OC)c(OC)c1
compound no.,25,26,27,28,29,30,31,32
HSP90 inh,0,-2,10,6,-1,4,4,-2
Platelet DG rel,0,3,-1,7,1,10,.,-8
HSF1 inh,-4,-1,0,4,-23,0,.,-5
GSK3B inh,0,3,-2,2,-3,2,.,0
GSK3 alpha inh,-3,0,0,-2,1,2,-1,-1
KLF5 inh,4,-43,-3,14,-44,-5,-15,-31
aSyn 5UTR inh,-2,24,-1,20,-72,-6,.,16
HSF-1 act,-19,-1,8,3,-36,11,.,-14
IEC-6 tox,2,1,-1,2,6,-9,-2,5
DYRK1A inh,9,-2,-6,2,1,-1,1,-6

(33) COc1ccccc1C(=O)N/C(=C\c1ccc(Br)cc1)C(=O)NCCCO
(34) CN(C#N)c1nc(N2CCOCC2)nc(N2CCOCC2)n1
(35) CN(C(=O)CCc1nnc(CCCCc2ccccc2)o1)C1CCOCC1
(36) CCOCCCn1c(=NC(=O)c2ccco2)c(C(=O)OCC)cc2c(=O)n3cccc(C)c3nc21
(37) CCCCCNC(=O)c1ccccc1SC
(38) O=C(CN1C2=NCCCN2c2ccccc21)c1ccc(Cl)cc1Cl
(39) COc1cccc2c(=O)n(CC(=O)N3CCCc4ccccc43)ccc12
(40) O=C1NCCN/C1=C\C(=O)c1ccc(Br)cc1
compound no.,33,34,35,36,37,38,39,40
HSP90 inh,5,0,-4,-4,4,-2,-3,2
Platelet DG rel,1,8,1,0,-13,-15,2,5
HSF1 inh,-3,-20,8,-6,-24,23,1,22
GSK3B inh,3,-3,-4,3,2,-2,0,-3
GSK3 alpha inh,-1,-2,1,-2,0,2,-1,2
KLF5 inh,-2,-5,1,-25,-5,-22,-12,-98
aSyn 5UTR inh,21,25,0,1,-9,-30,19,-120
HSF-1 act,-5,-35,8,8,-37,37,-6,40
IEC-6 tox,3,2,-3,-8,-3,6,1,-1
DYRK1A inh,2,9,-2,.,0,-3,-1,.

(41) COc1cc(/C=N/n2nnnc2Nc2ccccc2)cc(OC)c1OC
(42) COc1ccc(Br)cc1C(=O)NC(=S)Nc1ccc(Cl)c(C(=O)O)c1
(43) CCOC(=O)c1nc(C)[nH]c1C(=O)OCC
(44) Cc1ccc(NC(=O)CCC(=O)N/N=C/c2coc3ccc(F)cc3c2=O)cc1
(45) O=[N+]([O-])c1ccc(N=Cc2sc3ccccc3c2O)cc1
(46) COc1ccccc1OCCOC(=O)Nc1ccccc1
(47) CC(Oc1ccc(F)cc1F)C(=O)/C=C/N(C)C (stereo not drawn)
(48) N=C1SCC(=O)N1c1ncc(Cc2ccccc2Cl)s1
compound no.,41,42,43,44,45,46,47,48
HSP90 inh,0,-3,0,.,15,-3,1,-7
Platelet DG rel,2,8,-3,18,7,3,2,-12
HSF1 inh,2,-3,7,4,-84*,-1,4,-1
GSK3B inh,3,0,0,0,-2,4,-1,1
GSK3 alpha inh,1,2,-1,0,-1,2,-5,.
KLF5 inh,-14,8,-22,.,6,5,-9,-73
aSyn 5UTR inh,14,-12,-7,11,-68,-22,-16,11
HSF-1 act,22,-9,8,-22,-87,22,2,6
IEC-6 tox,3,5,-2,.,4,6,-1,1
DYRK1A inh,1,9,-1,0,7,-1,.,4

(49) CCOC(=O)C1(CCc2ccccc2)CCN(C(=O)C2CCOCC2)CC1
(50) COc1cc(O)c(CCO)c2c1C(=O)C[C@@H](C)O2
(51) COCCn1c(SCc2ccc(F)cc2)nc2ccccc2c1=O
(52) Cc1cccc2cc(C#N)c(SCC#N)nc12
(53) Cn1c(SCC(N)=O)nnc1-c1ccc(C(C)(C)C)cc1
(54) N#C/C(=C\c1cccnc1)C(=O)NC1CCCCC1
(55) Cc1c(NC(=O)c2cccs2)c(=O)n(-c2ccccc2)n1C
(56) COc1ccccc1S(=O)(=O)N1CCC(C(=O)O)(c2ccccc2)CC1
compound no.,49,50,51,52,53,54,55,56
HSP90 inh,-2,5,2,1,0,-1,-7,1
Platelet DG rel,1,0,7,2,-8,-6,-14,-6
HSF1 inh,1,-5,-2,-7,-6,-3,3,-13
GSK3B inh,3,2,-2,0,-1,0,0,0
GSK3 alpha inh,-2,-4,2,-4,0,.,1,-2
KLF5 inh,-23,-30,-29,-8,-41,-17,-34,13
aSyn 5UTR inh,-18,13,3,85*,-22,-1,-33,6
HSF-1 act,-9,-4,-2,3,3,-14,0,8
IEC-6 tox,-1,-4,2,0,3,2,1,0
DYRK1A inh,-1,-2,1,-2,3,4,.,-9

Only IEC-6 tox and KLF5 inh (four entries from above):
nr | Compound | IEC-6 tox | KLF5 inh
52 | Cc1cccc2cc(C#N)c(SCC#N)nc12 | 0 | -8
53 | Cn1c(SCC(N)=O)nnc1-c1ccc(C(C)(C)C)cc1 | 3 | -41
54 | N#C/C(=C\c1cccnc1)C(=O)NC1CCCCC1 | 2 | -17
55 | Cc1c(NC(=O)c2cccs2)c(=O)n(-c2ccccc2)n1C | 1 | -34

Next entries
(57) O=C1C=C(O)CC(c2ccc(Cl)cc2)C1 (stereo not drawn)
(58) CCOCc1cc(CN2CCCC(CNC(=O)c3ccco3)C2)ccc1OC (stereo not drawn)
(59) Cc1ccc(Nc2nc(-c3ccc(O)c(O)c3)cs2)nc1
(60) Cc1ccc(S(=O)(=O)NC(C)(C)CSc2nnc(N)s2)cc1
compound no.,57,58,59,60
HSP90 inh,-1,3,1,0
Platelet DG rel,2,-1,1,-17
HSF1 inh,3,1,-26,2
GSK3B inh,2,3,0,1
GSK3 alpha inh,-3,0,.,1
KLF5 inh,-12,-20,-1,-4
aSyn 5UTR inh,4,6,-216,-8
HSF-1 act,10,11,-19,18
IEC-6 tox,-6,4,-3,8
DYRK1A inh,-18,-5,.,8

One compound at a time, as listed above. Values in the order: HSP90 inh	Platelet DG rel	HSF1 inh	GSK3B inh	GSK3 alpha inh	KLF5 inh	aSyn 5UTR inh	HSF-1 act	IEC-6 tox	DYRK1A inh
`COCCn1c(SCc2ccc(F)cc2)nc2ccccc2c1=O` across the screens: 2	7	-2	-2	2	-29	3	-2	2	1
`COC(=O)C1=C(C)N(CC2CC2)C(=O)N[C@H]1c1ccc(Br)cc1` across the screens: -3	.	.	.	-3	-19	.	.	-2	.
